D1 agonist = Allosteric Agonists of the Human D1 Dopamine Receptor: qHTS. activation, % at 2 µM. D(1A) dopamine receptor (Homo sapiens), P21728. HEK293 T-REx D1 cells, calcium flux, agonist mode. 1% of 360,000 active; in the data active = activation above about 30%; also: 0% is about no effect
Target sequence (P21728 whole entry, looked up): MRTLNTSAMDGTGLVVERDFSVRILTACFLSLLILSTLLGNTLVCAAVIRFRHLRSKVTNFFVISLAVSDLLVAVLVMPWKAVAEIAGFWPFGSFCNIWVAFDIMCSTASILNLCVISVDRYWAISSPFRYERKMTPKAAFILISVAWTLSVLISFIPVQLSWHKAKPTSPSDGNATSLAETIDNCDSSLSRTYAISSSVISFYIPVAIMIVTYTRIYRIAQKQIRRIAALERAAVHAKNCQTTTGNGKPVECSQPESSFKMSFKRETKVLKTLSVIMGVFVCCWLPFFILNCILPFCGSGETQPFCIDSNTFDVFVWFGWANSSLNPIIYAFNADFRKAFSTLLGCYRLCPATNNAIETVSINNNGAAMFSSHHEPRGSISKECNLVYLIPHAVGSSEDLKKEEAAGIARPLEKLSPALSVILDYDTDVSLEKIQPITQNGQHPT
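Inducible HEK293 T-REx D1 cells, force-coupled to calcium signalling, were plated at 4000 cells/well with tetracycline and held overnight at 30 C. After no-wash calcium dye loading, compound-evoked calcium rise over 180 s flagged agonists.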
Vif-A3G inh = qHTS for Inhibitors of Vif-A3G Interactions: qHTS | DNA dC->dU-editing enzyme APOBEC-3G (Homo sapiens), Q9HC16 | HeLa A3G-eYFP + Vif (tagged APOBEC3G with the HIV-1 protein that degrades it), YFP fluorescence, overnight | Potency, µM (titrated, usually from 46.1 µM), without a hit: top-dose activity, negative = active, usual class: inhibitors | 0.076% of 410,000 active | AID 602310, 2012;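 also: potency is read from the fitted curve at half-maximal effect; % is scaled to controls: 0 for no effect and ±100 for the full control effect; nearly all actives have a fitted effect of over 60% in size; hits raise eYFP signal because A3G escapes Vif-driven loss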
Target sequence (Q9HC16 whole entry, looked up): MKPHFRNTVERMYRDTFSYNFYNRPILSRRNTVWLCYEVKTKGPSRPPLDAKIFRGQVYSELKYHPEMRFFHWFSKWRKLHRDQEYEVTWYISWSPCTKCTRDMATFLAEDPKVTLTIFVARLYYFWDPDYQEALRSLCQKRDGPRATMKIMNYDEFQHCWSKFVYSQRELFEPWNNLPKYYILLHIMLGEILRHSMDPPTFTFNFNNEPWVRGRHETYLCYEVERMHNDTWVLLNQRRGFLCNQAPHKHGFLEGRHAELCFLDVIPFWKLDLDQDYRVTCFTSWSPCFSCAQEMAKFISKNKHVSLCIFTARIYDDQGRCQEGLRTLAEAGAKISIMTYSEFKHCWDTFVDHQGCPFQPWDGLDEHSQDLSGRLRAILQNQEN
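Read-out is eYFP fluorescence (Ex 488/Em 500-530) from Vif-expressing HeLa A3G-eYFP cells; more signal means A3G escaped Vif-mediated degradation. Cells plated overnight, compound pinned in, incubated overnight at 37 deg C.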
RXFP1 antagonist = qHTS Assay for Antagonists of the Relaxin Receptor RXFP1. Relaxin receptor 1 (Homo sapiens), Q9HBX9. HEK293-RXFP1, relaxin-stimulated cAMP HTRF, 30 min; hits give low values. activity change, negative = inhibition, % at 57.5 µM. 0.59% of 350,000 active. AID 1259400, 2018;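 active = activity change of -60% or lower, but not beyond a set lower limit; inconclusive = change between -60% and -40%, or beyond the set limit; inactive = change above -40%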; also: % is scaled to controls: 0 for no effect and ±100 for the full control effect
GRP78 ERSR act = qHTS for Inducers of the Endoplasmic Reticulum Stress Response (ERSR) in Human Glioma: qHTS; U87-MG GRP78 promoter luciferase reporter, 16 h; Potency, µM, without a hit: at the top dose activation, usual class: activators; 0.02% of 420,000 active; AID 602332, 2012; also: potency is read from the fitted curve at half-maximal effect; series mostly up to about 76 µM; % of control where 0% means no effect; nearly all actives have a fitted effect of over 35% in size
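ERSR induction read as luciferase luminescence (Bright-Glo, 10 min at room temperature) in stably transfected human U87-MG glioma cells exposed to compounds for 16 h, using GRP78 as sensor.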
D1 potentiator = Potentiators of Human D1 Dopamine Receptor: qHTS | AID 504651, 2011 | potentiation, % at 10 µM | HEK293 TREx D1 cells, calcium flux, dopamine EC20 potentiation | 0.036% of 360,000 active | D(1A) dopamine receptor (Homo sapiens), P21728; in the data active = potentiation above about 30%; also: 0% is about no effect
Vif-A3F inh = qHTS for Inhibitors of Vif-A3F Interactions: qHTS. HeLa A3F-eYFP + Vif (tagged APOBEC3F with the HIV-1 protein that degrades it), YFP fluorescence increase. Potency, µM (top dose mostly 46.1 µM), for inactives: top-dose activity, negative = active. 0.2% of 390,000 active. AID 602313, 2012; also: potency is read from the fitted curve at half-maximal effect; % of control where 0% means no effect; nearly all actives have a fitted effect of over 65% in size
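HeLa cells stably expressing Vif plus C-terminally eYFP-tagged A3F were seeded, incubated overnight at 37 deg C, dosed with compound, incubated overnight again at 37 deg C. Yellow fluorescence (Ex 488/Em 500-530) reported blocked Vif-mediated A3F-eYFP degradation.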
RXFP1 ag = qHTS Assay for Agonists of the Relaxin Receptor RXFP1; Relaxin receptor 1 (Homo sapiens), Q9HBX9; HEK293T-RXFP1 cAMP TR-FRET, 30 min; response scale: percent of porcine relaxin response, buffer zero; Potency, µM (titrated, usually from 57.5 µM), for inactives: at the highest dose activation, actives largely listed as activators; 0.3% of 370,000 active; also: potency is read from the fitted curve at half-maximal effect; % is scaled to controls: 0 for no effect and ±100 for the full control effect; nearly all actives have a fitted effect of over 60% in size; many of its hits are not listed in these tables
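HEK293 cells stably expressing RXFP1, treated 30 min at 37C with compounds plus PDE4 inhibitor Ro 20174; cAMP measured by HTRF TR-FRET. Normalized to buffer and 29 nM porcine relaxin; EC50 by Hill fit.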
D1 antagonist = Antagonist of Human D 1 Dopamine Receptor: qHTS | D(1A) dopamine receptor (Homo sapiens), P21728 | activity change, negative = inhibition, % at 10 µM | 3.2% of 360,000 active | AID 504652, 2011 | HEK293 TREx D1 cells, calcium flux, dopamine EC80; hits give low values; in the data active = activity change below about -30%; also: % is scaled to controls: 0 for no effect and ±100 for the full control effect
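Antagonism measured as reduced calcium response to an EC80 dopamine addition following 180 s compound pre-read; cells were inducible HEK293 Trex D1 plated overnight at 30 C, read kinetically at 1 cycle/sec.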
D2 PAM = HTS Assay for Positive Allosteric Modulators of the Human D2 Dopamine Receptor: Primary Screen for Potentiators; HEK293 T-REx D2, calcium flux, EC20 dopamine potentiation; 0.34% of 340,000 active; D(2) dopamine receptor (Homo sapiens), P14416; AID 485347, 2010; potentiation, % at 10 µM;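 active = potentiation over 3 SD above the plate norm, cut at about 30% in these data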; also: 0% is about no effect
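Potentiation of an EC20 dopamine calcium response measured kinetically over 180 s, after a preceding 180 s compound-only read flagging agonists. Cells: inducible Hek293 Trex D2 line, 4000/well, cultured overnight at 30 C before dye loading.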
An asterisk follows results filed as active; ? = inconclusive; / = no result given; & = joins results of further samples. Unless noted, calls follow the shape of the dose curve; as a rule, active = well fitted curve in the direction sought with a large enough effect; inconclusive = small, poorly fitted or top-dose-only effect, or another doubt; inactive = no such curve, though single readings can be large; an effect the other way counts as inactive or inconclusive.

The first 7 compounds, ahead of the listing:
SMILES,D1 agonist,Vif-A3G inh,RXFP1 antagonist,GRP78 ERSR act,D1 potentiator,Vif-A3F inh,RXFP1 ag,D1 antagonist,D2 PAM
Cc1cc(OCC(=O)Nc2cc(-c3nc4ccccc4[nH]3)ccc2C)ccc1Cl,18,/,-18,/,-5,/,3.0%,12,14
CSc1nc2nccc(-c3ccc(-c4ccccc4)cc3)n2n1,1,-5%,3,2%,-3,0%,10%,-3,-5
Cc1ccc(C2(C(F)(F)F)NC(=O)N3CCCN=C3S2)cc1 (configuration not stated),3,-1%,12,-3%,0,0%,0.1%,-3,2
Cc1cccc(-n2nc(C)c3c(C(=O)O)cc(-c4cccs4)nc32)c1,0,0%,4,1%,-6,6%,16%,-11,6
COCCNc1ccc(N2C(=O)CCCC2=O)cc1[N+](=O)[O-],1,2%,1,-2%,-3,9%,-0.8%,-47*,-7
CCc1ccc2oc(C(=O)Nc3cccc(Cl)c3C)cc(=O)c2c1,-1,3%,-3,-3%,3,2%,4.1%,-10,-23
Cc1oc2ccc(O)c(CN3CCCC3)c2c1C(=O)Nc1ccc(C(C)C)cc1,9,0%,-11,0%,2,-2%,1.9%,23,7

Results, previewed entries included:
SMILES,D1 agonist,Vif-A3G inh,RXFP1 antagonist,GRP78 ERSR act,D1 potentiator,Vif-A3F inh,RXFP1 ag,D1 antagonist,D2 PAM
Cc1cc(OCC(=O)Nc2cc(-c3nc4ccccc4[nH]3)ccc2C)ccc1Cl,18,/,-18,/,-5,/,3.0%,12,14
CSc1nc2nccc(-c3ccc(-c4ccccc4)cc3)n2n1,1,-5%,3,2%,-3,0%,10%,-3,-5
Cc1ccc(C2(C(F)(F)F)NC(=O)N3CCCN=C3S2)cc1 (configuration not stated),3,-1%,12,-3%,0,0%,0.1%,-3,2
Cc1cccc(-n2nc(C)c3c(C(=O)O)cc(-c4cccs4)nc32)c1,0,0%,4,1%,-6,6%,16%,-11,6
COCCNc1ccc(N2C(=O)CCCC2=O)cc1[N+](=O)[O-],1,2%,1,-2%,-3,9%,-0.8%,-47*,-7
CCc1ccc2oc(C(=O)Nc3cccc(Cl)c3C)cc(=O)c2c1,-1,3%,-3,-3%,3,2%,4.1%,-10,-23
Cc1oc2ccc(O)c(CN3CCCC3)c2c1C(=O)Nc1ccc(C(C)C)cc1,9,0%,-11,0%,2,-2%,1.9%,23,7
CCCCN(C(=O)c1ccc(NC(=O)C(C)C)cc1)c1ccccc1,1,0%,-11,4%,-2,2%,0.1%,0,5
COc1ccccc1S(=O)(=O)Nc1cccc(S(=O)(=O)N2CCCC2)c1,/,1%,4,-3%,/,-8%,/,/,/
Cc1cccc(C)c1NC(=O)CSc1nnc(NC(=O)C2CC2)s1,3,-2%,4,-1%,/,-17%,1.2%,9,3
COc1cc(Cl)cc(NC(=O)CCN2CCN(C)CC2)c1,4,-7%,1,-4%,-1,-1%,-0.7%,4,-9
Cc1ccc(C(=O)NCCSc2ccccc2)cc1S(=O)(=O)Nc1ccccc1,-1,3%,-2,-6%,-3,0%,0.4%,27,11
COC(=O)c1cc(Cl)c(NC(=O)Cc2ccccc2)cc1OC,3,1%,-8,-4%,-5,0%,3.7%,7,18
CC(=O)Nc1ccc(OC(=O)Cc2ccc(Cl)cc2)cc1,5,-5%,-6,-3%,-5,9%,-0.4%,-6,0
C=CCc1ccc(OCCOc2cccc3ccc(C)nc23)c(OC)c1,7,-3%,?,6%,-4,5%,0.2%,-10,4
Cc1[nH]c2ccccc2c1C(=O)C(=O)Nc1ccc2c(c1)OCO2,2,-2%,14,-1%,-1,-7%,-0.2%,-28,7
CCCCN(CC)C(=O)C1CCCN(c2ncnc3c2nc2n3CCCCC2)C1 (configuration not stated),-1,3%,-13,-1%,0,3%,8.0%,-14,-7
COc1ccc(Cn2c(C(=O)O)c(CNC3CCCCC3)c3ccc(C)cc32)cc1,1,-1%,5,-3%,-1,-10%,0.5%,8,-3
COc1ccc(OC)c(N2C(=O)C(Cl)=C(N3CCCCC3)C2=O)c1,1,1%,2,-2%,-7,-12%,0.9%,-6,12
Cc1ccc(Cc2cncc(O)c2)cc1S(=O)(=O)O,9,0%,3,-6%,-1,-7%,0.7%,5,-8
O=C(O)c1c2c(nc3ccc(S(=O)(=O)N4CCC(C(=O)NCc5ccc(Cl)cc5)CC4)cc13)CCCC2,1&1,4%,4&-14,-7%,2&-2,0%,1.3%&1.9%,-19&0,0&-4
Cc1cccc(N(CC(=O)NC2CCCCC2)C(=O)CCCC(=O)Nc2ccccn2)c1,-1,-4%,-4,-5%,3,-9%,0.9%,2,-9
CCOC(=O)C1=C(C)NC(C)=C(C(=O)OCC)C1C(=O)OCC(=O)N1CCCCC1C (configuration not stated),1,-4%,-7,-4%,3,6%,1.4%,4,-5
O=C(/C=C/c1ccc([N+](=O)[O-])cc1)OCC(=O)c1ccc[nH]1,/,-2%,-9,0%,/,-5%,/,/,/
CCc1ccc(NC(=O)CN2C(=O)C(c3ccccc3)=NC23CCCCCC3)cc1,1,/,-13,/,-3,/,-0.2%,-7,9
COc1ccc(-n2nc(C(=O)NCC(=O)NCc3ccco3)c3ccccc3c2=O)cc1,1,-1%,0,-1%,9,5%,3.3%,-3,1
Cc1nn(C)c(Cl)c1S(=O)(=O)N[C@@H](c1ccccc1)[C@]1(C)C[C@H]1[C@@H](C)C(=O)Nc1ccc2ccccc2c1,1,0%,/,6%,-5,-4%,0.1%,9,11
CN(CC(=O)NCc1ccc2c(c1)OCO2)S(=O)(=O)c1ccc(Cl)cc1,/,0%,7,-3%,/,7%,/,/,/
O=C(C[n+]1ccsc1)c1ccccc1,0,1%,-10,-3%,-6,-10%,1.8%,-4,0
CCn1c(SCC(=O)N=Nc2c(O)[nH]c3ccccc23)nnc1-c1ccc(C(C)(C)C)cc1,0,/,/,/,1,/,-2.0%,-12,-18
O=C(Nc1ccc(S(=O)(=O)N2CCCCC2)cc1)c1cnccn1,6,4%,-10,2%,-3,3%,3.2%,11,30*
COc1ccccc1C(=O)C1CCCN(Cc2cccc3nccnc23)C1 (configuration not stated),0,-5%,-8,-3%,-2,-2%,1.9%,-6,-16
O=C(CSc1nc2ccccc2c(=O)n1Cc1ccco1)c1ccccc1,4,2%,-11,3%,-5,1%,2.6%,-9,4
CNC(=O)c1cn2c3c(ccc(Cl)c3c1=O)OC(C)C2 (configuration not stated),/,1%,-8,-2%,/,-7%,/,/,/
O=C(O)C1CCCCC1C(=O)Nc1ccc(F)c(F)c1 (configuration not stated),3,-4%,-7,2%,-3,-18%,-1.1%,16,6
CCn1c(SCC(=O)c2ccc(Cl)cc2)nnc1-c1ccoc1C,-3,2%,2,9%,4,-3%,-0.5%,29,7
COc1ccc(-c2onc(C)c2C)cc1S(=O)(=O)NCC1CCN(Cc2ccccc2F)CC1,3,-1%,-18,0%,3,-4%,-0.1%,-11,-18
COc1cccc(/C=N/n2c(N)c(S(=O)(=O)c3cccs3)c3nc4ccccc4nc32)c1,2,-1%,-2,-2%,1,0%,0.7%,-12,-2
COc1ccc(C(=O)CSc2nnc(Cn3nnc4ccccc43)n2C)cc1,1,-9%,-16,-4%,-1,-3%,-0.3%,-6,2
Cc1cccc(NC(=O)CSCC(=O)NCc2ccco2)c1,3,7%,-6,-1%,2,1%,0.8%,-8,/
O=C(CCN1C(=O)/C(=C/c2ccc(F)cc2)SC1=S)N[C@@H](CO)Cc1ccccc1,4,1%,-13,-3%,-8,-10%,3.1%,-7,-5
CCS(=O)(=O)Nc1ccc(Cc2ccc(NS(=O)(=O)CC)cc2)cc1,9,3%,-3,-2%,-6,0%,-0.4%,-21,28
COC(=O)c1cn(CCOc2ccccc2OC)c2ccccc12,9,2%,-6,1%,-5,5%,-1.6%,-10,-8
O=C(COC(=O)c1cc([N+](=O)[O-])ccc1NCCO)c1ccc(Cl)cc1,3,8%,-10,0%,-2,14%,-1.2%,-5,2

Only part of the results is shown; count on the stated rates, not on these rows.
